Assay outcomes from PubChem.
KLK7 zymogen act: proKLK7 zymogen activators, primary screen, biochemical, fluorescence intensity | purified proKLK7, EDANS-DABCYL substrate fluorescence; 100% is mature enzyme control, 0% vehicle | activation, % at 7 µM | 370,000 tested, 0.9% active;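 active means activation above the mean of all tested compounds plus 3 SD, computed per campaign excluding outliers beyond control limits, cut at about 13% in these data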
Target sequence (P49862 whole entry, looked up): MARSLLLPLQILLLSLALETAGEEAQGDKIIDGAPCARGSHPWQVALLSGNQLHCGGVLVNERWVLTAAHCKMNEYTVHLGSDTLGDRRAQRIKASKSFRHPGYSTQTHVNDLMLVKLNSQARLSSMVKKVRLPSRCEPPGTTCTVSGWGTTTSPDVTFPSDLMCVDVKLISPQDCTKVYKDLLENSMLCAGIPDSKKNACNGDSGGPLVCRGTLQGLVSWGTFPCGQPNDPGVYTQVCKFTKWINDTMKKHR
PLCg1 inh: PLC-gamma1 enzyme inhibitors, primary screen, biochemical, fluorescence, purified enzyme. inhibition, % at 12.2 µM. 1-phosphatidylinositol 4,5-bisphosphate phosphodiesterase gamma-1 (Homo sapiens), P19174. 370,000 tested, 0.84% active. fluorogenic substrate; in the data active means inhibition above about 9.5%
ARFGAP1 inh: inhibitors of rat ARFGAP1 GAP activity, primary screen, biochemical, fluorescence polarization, GDP tracer. ADP-ribosylation factor GTPase-activating protein 1 (Rattus norvegicus), Q62848. Arfgap1-stimulated ARF1 GTP hydrolysis, GDP FP detection. inhibition, % at 16.5 µM. 360,000 tested, 0.26% active. AID 651572, 2012;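 active means inhibition above a per-plate limit, mean inhibition of low control wells plus 3 SD, cut at about 25% in these data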;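 further: 0% = DMSO wells with enzyme and 100% = wells lacking Arfgap1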
Target sequence (Q62848 1-136 limits assumed): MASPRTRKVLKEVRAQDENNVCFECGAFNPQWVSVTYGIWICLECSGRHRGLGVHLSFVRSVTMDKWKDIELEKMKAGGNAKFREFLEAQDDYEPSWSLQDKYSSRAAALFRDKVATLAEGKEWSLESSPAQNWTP
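Assay system: Rat Arfgap1 GAP domain (His6, aa 1-136), purified enzyme | Buffer or medium: HEPES 25 mM pH 7.5, NaCl 150 mM, MgCl2, DTT | Schedule: GTP hydrolysis reaction 2 h at 25 °C | Signal: FP of antibody-bound GDP Alexa 633 tracer, ex 620/em 688 nm | Measure: Percent inhibition of Arfgap1-stimulated GTP hydrolysis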
ADAM17 inh: ADAM17 inhibitors, primary screen, biochemical, QFRET. recombinant ADAM17, EDANS/DABCYL FRET peptide cleavage. inhibition, % at 6.95 µM. 370,000 tested, 0.83% active. AID 720648, 2013;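 active means inhibition above the mean of compounds lying between control limits plus 3 SD, set per campaign, cut at about 8.5% in these data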;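 further: 0% = DMSO-only wells as the low control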
ASAP1 GAP inh: inhibitors of human ASAP1 ArfGAP activity, primary screen, biochemical, fluorescence polarization | Arf-GAP with SH3 domain, ANK repeat and PH domain-containing protein 1 (Homo sapiens), … | inhibition, % at 16.5 µM | ASAP1-stimulated ARF1 GTP hydrolysis, GDP FP detection | AID 624377, 2012 | 360,000 tested, 0.19% active; in the data active means inhibition above about 25%;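 further: 0% = vehicle with enzyme and substrate and 100% = no enzyme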
TDP2 inh: human TDP2 enzyme inhibitors, primary screen, biochemical, epi absorbance, recombinant enzyme; 370,000 tested, 0.34% active; T5PNP hydrolysis, p-nitrophenol absorbance 415 nm; inhibition, % at 12.8 µM; Tyrosyl-DNA phosphodiesterase 2 (Homo sapiens), O95551; AID 720702, 2013;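 active means inhibition above the mean of all tested compounds plus 3 SD, set per campaign, cut at about 25% in these data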;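 further: 0% = DMSO with enzyme and 100% = buffer with substrate but no TDP2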
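test system = human TDP2 enzyme | input = TDP2 enzyme at 120 nM final | medium = 50 mM Tris-HCl pH 7.5 with Mg2+, KCl, DTT, BSA | also added = T5PNP substrate, 5 mM | times = 2 h at 37 °C | technique = epi absorbance | benchmarks = high control without enzyme, low control DMSO plus TDP2 | replication = each compound tested once, singlicate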
DDE Tn7 FP inh: inhibitors of Tn7 peptide binding to fibrin DD(E), primary screen, biochemical, fluorescence polarization, human fibrin, Tn7 probe; inhibition, % at 8.3 µM; FP displacement of FITC-Tn7 peptide from fibrin DD(E); 0% = median of compound wells per plate; Fibrinogen beta chain (Homo sapiens), P02675; 370,000 tested, 0.13% active;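 active means inhibition above the mean of compounds falling within the control limits plus 3 SD of them, cut at about 14% in these data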;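 further: 0% = plate median of compound wells and 100% = 10 µM Aha-Tn7 peptide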
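Test system: human clot-derived fibrin DD(E) complex / Quantity: 2 µM final DD(E) protein / Incubation: 10 min plus 3 h, room temperature / Measured by: fluorescence polarization / Benchmarks: high control of 10 µM Aha-Tn7 peptide / Replicates: singlicate testing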
Tn6 DDE FP: inhibitors of Tn6 peptide binding to fibrin DD(E), primary screen, biochemical, fluorescence polarization, human fibrin, Tn6 probe. inhibition, % at 8.3 µM. 370,000 tested, 0.21% active. Fibrin DD(E) TRITC-Tn6 fluorescence polarization displacement. Fibrinogen beta chain (Homo sapiens), P02675. AID 720509, 2013;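 active means inhibition above a per-campaign cutoff: mean of compounds within control limits plus 3 SD, cut at about 15% in these data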;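 further: 0% = median of all compound wells on the plate and 100% = blocking peptide control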
ADAM10 inh: human ADAM10 inhibitors, primary screen, biochemical, QFRET, HTS | recombinant ADAM10, EDANS/DABCYL FRET peptide cleavage, 3 h | Disintegrin and metalloproteinase domain-containing protein 10 (Homo sapiens), O14672 | AID 720582, 2013 | 370,000 tested, 0.62% active | inhibition, % at 7 µM;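 active means inhibition above a per-campaign cutoff equal to the mean of compounds falling between control-based bounds plus 3 SD, cut at about 20% in these data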;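 further: 0% = DMSO wells while the 100% control is not disclosed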
Target sequence (O14672 214-748 limits assumed): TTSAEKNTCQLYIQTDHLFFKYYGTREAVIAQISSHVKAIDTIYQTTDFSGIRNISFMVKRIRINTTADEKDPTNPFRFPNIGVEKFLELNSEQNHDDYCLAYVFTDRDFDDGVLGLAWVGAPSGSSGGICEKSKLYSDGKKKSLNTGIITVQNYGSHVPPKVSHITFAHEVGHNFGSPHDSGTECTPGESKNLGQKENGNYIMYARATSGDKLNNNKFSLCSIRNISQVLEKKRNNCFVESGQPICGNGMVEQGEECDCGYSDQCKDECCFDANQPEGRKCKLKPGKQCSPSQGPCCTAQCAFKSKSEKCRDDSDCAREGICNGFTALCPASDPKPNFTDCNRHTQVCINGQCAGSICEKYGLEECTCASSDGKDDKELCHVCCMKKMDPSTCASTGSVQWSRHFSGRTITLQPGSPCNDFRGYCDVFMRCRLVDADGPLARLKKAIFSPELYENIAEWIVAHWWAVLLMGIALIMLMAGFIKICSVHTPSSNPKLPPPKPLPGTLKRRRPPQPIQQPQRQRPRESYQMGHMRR
LEDGF integ inh: blockers of LEDGF/p75-dependent integrase strand transfer – biochemical, TR-FRET, high throughput, primary screen. inhibition, % at 3.7 µM. TR-FRET IN-LEDGF/p75 DNA integration, Eu/Cy5. 370,000 tested, 0.64% active. HIV-1 integrase (with human LEDGF/p75);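 active means inhibition above the screen-wide mean plus 3 SD, cut at about 13% in these data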;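 further: signal is the Cy5 over europium emission ratio at 671 and 618 nm; 0% = plate median of compound wells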
The depositor's hits bear a star.

Screening COc1ccc(-c2c(-c3ccsc3)oc3ccc(N4CCOCC4)cc23)cc1 returned KLK7 zymogen act -0.8, PLCg1 inh -24, ARFGAP1 inh 3, ADAM17 inh -6, ASAP1 GAP inh 2, TDP2 inh 4, DDE Tn7 FP inh -1, Tn6 DDE FP -7, ADAM10 inh -25 and LEDGF integ inh -1.
Screening CCC(=O)Nc1cccc(-n2nnnc2SCC(=O)N2CCCCC2)c1 returned KLK7 zymogen act -0.3, PLCg1 inh -4, ARFGAP1 inh -6, ADAM17 inh -7, ASAP1 GAP inh 3, TDP2 inh -9, DDE Tn7 FP inh 10, Tn6 DDE FP -8, ADAM10 inh 13 and LEDGF integ inh -3.
For COc1ccc(C2CC(c3ccccc3)Nc3ncnn32)cc1 (centres undefined) the results were KLK7 zymogen act 0.1, PLCg1 inh -11, ARFGAP1 inh -3, ADAM17 inh -7, ASAP1 GAP inh -10, TDP2 inh 4, DDE Tn7 FP inh 6, Tn6 DDE FP 2, ADAM10 inh -31 and LEDGF integ inh 2.
For CC(=O)Nc1nc(SCCCc2ccccc2)n[nH]1 the results were KLK7 zymogen act 0.3, PLCg1 inh 0, ARFGAP1 inh 19, ADAM17 inh -3, ASAP1 GAP inh 2, TDP2 inh -2, DDE Tn7 FP inh -6, Tn6 DDE FP -6, ADAM10 inh 7 and LEDGF integ inh 3.
COc1ccc(S(=O)(=O)NCC2CCCO2)c(Cl)c1Cl (centres undefined) was read as KLK7 zymogen act -0.4, PLCg1 inh 5, ARFGAP1 inh -6, ADAM17 inh 1, ASAP1 GAP inh 10, TDP2 inh -5, DDE Tn7 FP inh -9, Tn6 DDE FP -8, ADAM10 inh -1 and LEDGF integ inh 0.
For O=C(N=C1SCC(=O)N1c1ccccc1Cl)c1ccccc1 the results were KLK7 zymogen act 0.6, PLCg1 inh -7, ARFGAP1 inh 3, ADAM17 inh 2, ASAP1 GAP inh 8, TDP2 inh 11, DDE Tn7 FP inh 4, Tn6 DDE FP 8, ADAM10 inh -11 and LEDGF integ inh -2.
CC1=C(C(=O)N2CCCC(C(=O)c3cccc(C(F)(F)F)c3)C2)OCCO1 (centres undefined) was read as KLK7 zymogen act 0.6, PLCg1 inh -2, ARFGAP1 inh 8, ADAM17 inh -5, ASAP1 GAP inh 1, TDP2 inh 0, DDE Tn7 FP inh -1, Tn6 DDE FP -2, ADAM10 inh -2 and LEDGF integ inh -2.
CN(C)S(=O)(=O)c1ccc(Cl)c(C(=O)NC2CCN(Cc3ccccc3)C2)c1 (centres undefined) was read as KLK7 zymogen act 0.4, PLCg1 inh 0, ARFGAP1 inh 0, ADAM17 inh -2, ASAP1 GAP inh 2, TDP2 inh 2, DDE Tn7 FP inh 12, Tn6 DDE FP 9, ADAM10 inh -1 and LEDGF integ inh 3.
Screening CN1CCC(OC(=O)COc2ccc(F)cc2)CC1 returned KLK7 zymogen act -0.2, PLCg1 inh 1, ARFGAP1 inh 4, ADAM17 inh -7, ASAP1 GAP inh -6, TDP2 inh -5, DDE Tn7 FP inh 5, Tn6 DDE FP 12, ADAM10 inh 0 and LEDGF integ inh -4.
CCNc1nc(NOC)nc(OCC#N)n1 was read as KLK7 zymogen act 0.3, PLCg1 inh 2, ARFGAP1 inh -10, ADAM17 inh -2, ASAP1 GAP inh -4, TDP2 inh 10, DDE Tn7 FP inh 3, Tn6 DDE FP 5, ADAM10 inh -2 and LEDGF integ inh 0.
Cc1nn(C)c(C)c1S(=O)(=O)N1CCC(C(=O)NC2CCCCC2)CC1 was read as KLK7 zymogen act 0.2, PLCg1 inh 2, ARFGAP1 inh -2, ADAM17 inh 1, ASAP1 GAP inh -11, TDP2 inh -5, DDE Tn7 FP inh 1, Tn6 DDE FP -2, ADAM10 inh 2 and LEDGF integ inh -3.
CCNC(=S)N/N=C/c1ccc(-c2ccccc2)o1 was read as KLK7 zymogen act -2.2, PLCg1 inh -49, ARFGAP1 inh -4, ADAM17 inh -39, ASAP1 GAP inh 2, TDP2 inh -4, DDE Tn7 FP inh 3, Tn6 DDE FP -2, ADAM10 inh -105 and LEDGF integ inh 3.
Screening COc1cc(CSc2ncn[nH]2)c(OC)cc1CSc1ncn[nH]1 returned KLK7 zymogen act 0.0, PLCg1 inh 6, ARFGAP1 inh 5, ADAM17 inh 1, ASAP1 GAP inh 1, TDP2 inh -5, DDE Tn7 FP inh -12, Tn6 DDE FP 1, ADAM10 inh -2 and LEDGF integ inh -1.
`COc1cc(OC)cc(C(=O)N2CCC(C(=O)N3CCOCC3)CC2)c1` gave KLK7 zymogen act 0.1, PLCg1 inh 1, ARFGAP1 inh -4, ADAM17 inh 2, ASAP1 GAP inh -1, TDP2 inh 1, DDE Tn7 FP inh 0, Tn6 DDE FP 4, ADAM10 inh 1 and LEDGF integ inh 0.
For CCOc1ccc(-c2nc(=S)[nH][nH]2)cc1 the results were KLK7 zymogen act 0.8, PLCg1 inh 1, ARFGAP1 inh 2, ADAM17 inh -8, ASAP1 GAP inh 9, TDP2 inh 15, DDE Tn7 FP inh 9, Tn6 DDE FP 7, ADAM10 inh -10 and LEDGF integ inh -3.
Cc1[nH]c2ccccc2c1/C=N\NC(=O)Cn1nnc(-c2ccccc2)n1 was read as KLK7 zymogen act -0.4, PLCg1 inh 1, ARFGAP1 inh -4, ADAM17 inh 3, ASAP1 GAP inh 7, TDP2 inh 0, DDE Tn7 FP inh -3, Tn6 DDE FP -1, ADAM10 inh 4 and LEDGF integ inh -1.
`Cc1ccc(NC(=O)Cc2nc(COC(=O)Cc3cccc(C(F)(F)F)c3)cs2)cc1` gave KLK7 zymogen act 0.2, PLCg1 inh -2, ARFGAP1 inh -3, ADAM17 inh 4, ASAP1 GAP inh -2, TDP2 inh -12, DDE Tn7 FP inh 1, Tn6 DDE FP 3, ADAM10 inh 0 and LEDGF integ inh -2.
For Cc1ccc(C(=O)NCc2ccco2)cc1S(=O)(=O)Nc1cccc(C)c1C the results were KLK7 zymogen act 0.3, PLCg1 inh 0, ARFGAP1 inh 10, ADAM17 inh -1, ASAP1 GAP inh 15, TDP2 inh 6, DDE Tn7 FP inh -2, Tn6 DDE FP 5, ADAM10 inh -5 and LEDGF integ inh 1.
Screening COc1ccc(N2CCN(C(=S)Nc3ccc(OC)cc3OC)CC2)cc1 returned KLK7 zymogen act 0.0, PLCg1 inh 2, ARFGAP1 inh 0, ADAM17 inh 4, ASAP1 GAP inh 5, TDP2 inh -2, DDE Tn7 FP inh -10, Tn6 DDE FP -4, ADAM10 inh -5 and LEDGF integ inh 1.
Screening CC(C)(C)Cc1nnc(NC(=O)Cc2cccs2)s1 returned KLK7 zymogen act -0.2, PLCg1 inh -2, ARFGAP1 inh 5, ADAM17 inh -2, ASAP1 GAP inh -5, TDP2 inh -6, DDE Tn7 FP inh -6, Tn6 DDE FP -2, ADAM10 inh -7 and LEDGF integ inh 0.
CC1(C(=O)NS(=O)(=O)c2cccc(F)c2)CCN1C(=O)c1ccco1 (centres undefined) was read as KLK7 zymogen act 0.2, PLCg1 inh -1, ARFGAP1 inh -4, ADAM17 inh -4, ASAP1 GAP inh 5, TDP2 inh 0, DDE Tn7 FP inh 1, Tn6 DDE FP 0, ADAM10 inh -12 and LEDGF integ inh -3.
`CCN(CC)CCNC(=S)Nc1ccc2nc3n(c(=O)c2c1)CCCCC3` gave KLK7 zymogen act 0.4, PLCg1 inh -2, ARFGAP1 inh 4, ADAM17 inh -9, ASAP1 GAP inh 6, TDP2 inh 9, DDE Tn7 FP inh 7, Tn6 DDE FP 1, ADAM10 inh -4 and LEDGF integ inh 0.
CC(NC(=O)c1ccccc1)c1nnc(SCC(=O)NC2CCCC2)n1C (centres undefined) was read as KLK7 zymogen act 0.5, PLCg1 inh 0, ARFGAP1 inh -14, ADAM17 inh -1, ASAP1 GAP inh 11, TDP2 inh 21, DDE Tn7 FP inh 8, Tn6 DDE FP -1, ADAM10 inh 4 and LEDGF integ inh 1.
CCOc1ccc(Cn2c(=O)sc3ccccc32)cc1OC was read as KLK7 zymogen act -0.4, PLCg1 inh 1, ARFGAP1 inh 5, ADAM17 inh -3, ASAP1 GAP inh -12, TDP2 inh -1, DDE Tn7 FP inh 2, Tn6 DDE FP -1, ADAM10 inh -3 and LEDGF integ inh 2.
COC(=O)c1cccc(NC(=O)c2ccc(S(=O)(=O)N(C)c3ccccc3OC)cc2)c1 was read as KLK7 zymogen act 0.7, PLCg1 inh -1, ARFGAP1 inh 3, ADAM17 inh 3, ASAP1 GAP inh 8, TDP2 inh 1, DDE Tn7 FP inh 2, Tn6 DDE FP -7, ADAM10 inh 12 and LEDGF integ inh -1.
`C/C=C(\C)C(=O)OC1CC(C)(C)C[C@H]2C3=CC[C@@H]4[C@@]5(C)CCC(O[C@@H]6O[C@@H](C(=O)O)[C@@H](O)C(O[C@@H]7OC[C@H](O)[C@@H](O)[C@@H]7O[C@@H]7OC(CO)C(O)[C@@H](O)[C@@H]7O)C6O[C@@H]6OC(CO)C(O)C(O)C6O)[C@@](C)(CO)[C@@H]5CC[C@]4(C)[C@]3(C)CC(O)[C@@]12CO` (some centres undefined) gave KLK7 zymogen act 0.8, PLCg1 inh -3, ARFGAP1 inh -19, ADAM17 inh -2, ASAP1 GAP inh 0, TDP2 inh 2, DDE Tn7 FP inh 6, Tn6 DDE FP -6, ADAM10 inh 1 and LEDGF integ inh 26*.
